# Screening data deposited in PubChem BioAssay by Broad Institute.
# TcdB GH inh: TcdB glycohydrolase inhibitors, primary screen, biochemical, single point, plate reader; Toxin B (Clostridioides difficile), P18177; TcdB glycohydrolase enzymatic assay; inhibition, % at 9.99 µM; actives 0.24% (n = 350,000); AID 652162, 2013; in the data active means inhibition above about 10%
# Target sequence (P18177 whole entry, looked up): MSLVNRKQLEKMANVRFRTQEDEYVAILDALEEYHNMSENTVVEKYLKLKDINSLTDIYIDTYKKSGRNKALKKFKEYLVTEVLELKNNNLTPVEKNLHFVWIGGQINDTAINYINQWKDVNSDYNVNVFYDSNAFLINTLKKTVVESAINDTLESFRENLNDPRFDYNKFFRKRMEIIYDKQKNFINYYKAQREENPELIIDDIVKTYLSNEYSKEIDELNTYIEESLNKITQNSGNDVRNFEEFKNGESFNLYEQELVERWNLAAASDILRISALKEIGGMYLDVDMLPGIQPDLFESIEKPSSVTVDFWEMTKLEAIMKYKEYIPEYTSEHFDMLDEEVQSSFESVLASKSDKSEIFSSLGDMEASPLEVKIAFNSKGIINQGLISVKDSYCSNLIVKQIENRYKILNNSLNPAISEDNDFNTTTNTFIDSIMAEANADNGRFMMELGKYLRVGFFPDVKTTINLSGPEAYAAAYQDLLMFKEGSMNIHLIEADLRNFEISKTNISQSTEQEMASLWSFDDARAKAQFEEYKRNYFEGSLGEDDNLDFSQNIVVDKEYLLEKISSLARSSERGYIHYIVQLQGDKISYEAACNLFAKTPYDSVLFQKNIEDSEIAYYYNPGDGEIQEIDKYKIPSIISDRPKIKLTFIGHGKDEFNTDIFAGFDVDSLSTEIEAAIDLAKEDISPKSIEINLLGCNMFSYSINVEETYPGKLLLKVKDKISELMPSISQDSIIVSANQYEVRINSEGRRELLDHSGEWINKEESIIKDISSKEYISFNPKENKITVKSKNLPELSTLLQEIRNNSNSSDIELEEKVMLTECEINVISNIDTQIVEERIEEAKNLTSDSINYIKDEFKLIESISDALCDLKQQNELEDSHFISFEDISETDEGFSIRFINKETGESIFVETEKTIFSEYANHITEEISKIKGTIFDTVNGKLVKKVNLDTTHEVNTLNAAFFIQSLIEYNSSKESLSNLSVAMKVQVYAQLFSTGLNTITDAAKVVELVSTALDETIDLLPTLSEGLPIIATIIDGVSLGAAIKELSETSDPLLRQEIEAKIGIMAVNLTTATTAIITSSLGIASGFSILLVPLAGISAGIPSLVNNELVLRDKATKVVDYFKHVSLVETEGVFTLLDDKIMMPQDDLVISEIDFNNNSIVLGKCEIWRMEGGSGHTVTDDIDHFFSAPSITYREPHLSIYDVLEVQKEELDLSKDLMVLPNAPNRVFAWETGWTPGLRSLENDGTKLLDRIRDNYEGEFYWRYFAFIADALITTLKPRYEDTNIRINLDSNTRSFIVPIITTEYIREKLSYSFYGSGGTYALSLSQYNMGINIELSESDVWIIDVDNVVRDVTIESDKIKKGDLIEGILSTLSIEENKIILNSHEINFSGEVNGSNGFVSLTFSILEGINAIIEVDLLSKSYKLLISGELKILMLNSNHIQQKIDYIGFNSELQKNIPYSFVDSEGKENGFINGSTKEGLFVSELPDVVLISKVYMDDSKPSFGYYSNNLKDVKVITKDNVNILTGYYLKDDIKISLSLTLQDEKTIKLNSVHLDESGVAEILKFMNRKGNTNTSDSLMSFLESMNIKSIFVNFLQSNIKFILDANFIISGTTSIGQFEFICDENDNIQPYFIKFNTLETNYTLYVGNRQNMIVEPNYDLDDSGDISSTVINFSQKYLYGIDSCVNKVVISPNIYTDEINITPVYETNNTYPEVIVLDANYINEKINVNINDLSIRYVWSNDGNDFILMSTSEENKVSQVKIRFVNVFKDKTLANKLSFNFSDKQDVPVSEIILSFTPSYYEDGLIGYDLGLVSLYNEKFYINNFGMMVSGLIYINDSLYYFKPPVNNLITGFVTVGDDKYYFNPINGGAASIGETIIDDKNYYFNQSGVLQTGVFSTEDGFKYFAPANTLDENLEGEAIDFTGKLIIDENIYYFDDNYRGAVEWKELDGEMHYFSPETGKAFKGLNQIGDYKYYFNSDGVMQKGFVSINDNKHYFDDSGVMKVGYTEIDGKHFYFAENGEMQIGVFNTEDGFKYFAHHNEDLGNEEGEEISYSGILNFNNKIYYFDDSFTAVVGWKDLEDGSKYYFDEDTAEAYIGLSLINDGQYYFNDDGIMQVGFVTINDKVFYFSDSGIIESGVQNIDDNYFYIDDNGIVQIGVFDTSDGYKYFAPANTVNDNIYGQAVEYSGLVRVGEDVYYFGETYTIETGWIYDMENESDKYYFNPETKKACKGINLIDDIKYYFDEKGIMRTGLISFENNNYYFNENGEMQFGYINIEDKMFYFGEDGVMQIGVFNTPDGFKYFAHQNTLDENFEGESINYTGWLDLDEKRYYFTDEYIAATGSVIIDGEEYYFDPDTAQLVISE
# Starred values were filed as active, the others as inactive.
SMILES,TcdB GH inh
CCC(=O)Nc1ccc2c(c1)C(=O)N(C)C[C@@H](OC)[C@@H](C)CN(C(=O)C1CC1)[C@H](C)CO2,0.9
CO[C@H]1CN(C)C(=O)c2ccc(NC(C)=O)cc2OC[C@H](C)N(CCc2ccccc2)C[C@H]1C,1.4
C[C@@H]1CN([C@H](C)CO)C(=O)c2cc(NC(=O)c3ccncc3)ccc2O[C@@H](C)CCCCO[C@@H]1CN(C)S(=O)(=O)c1cccs1,-2.9
C[C@H](CO)N1C[C@H](C)[C@H](CN(C)C(=O)Nc2cccc3ccccc23)Oc2ccc(NS(=O)(=O)c3cccs3)cc2C1=O,-1.8
Cc1ccccc1-c1cnc2c(c1)C(=O)N([C@H](C)CO)C[C@H](C)[C@@H](CN(C)C(=O)c1cccnc1)O2,1.0
C/C=C/c1ccccc1[C@@H]1[C@@H](C#N)N(C(C)=O)[C@@H]1CO,-0.8
CC(=O)N(C)C[C@@H]1Oc2ncc(C#Cc3cccnc3)cc2C(=O)N([C@@H](C)CO)C[C@@H]1C,-0.1
COc1ccc(-c2ccc([C@H]3[C@@H](C#N)N(C(=O)C4CC4)[C@@H]3CO)cc2)cc1,-11.5
OC[C@@H]1CC[C@@H]2O[C@H](CCc3ccc(-c4ccccc4)cc3)[C@H](n3cc(-c4ccccc4)nn3)C[C@@H]2O1,0.0
C[C@@H]1CN([C@H](C)CO)C(=O)c2cc(N(C)C)ccc2O[C@@H](C)CCCCO[C@@H]1CN(C)C(=O)Nc1ccc(C(F)(F)F)cc1,-1.3
C[C@@H]1CN([C@@H](C)CO)C(=O)CCCn2cc(nn2)CO[C@@H]1CN(C)S(=O)(=O)c1ccc(C#N)cc1,1.0
COc1ccccc1C#Cc1ccc2c(c1)O[C@@H](CN(C)C(C)=O)[C@@H](C)CN([C@H](C)CO)S2(=O)=O,1.0
CO[C@H]1CN(C)C(=O)c2ccc(NC(=O)C3CC3)cc2OC[C@H](C)N(C(=O)CN2CCOCC2)C[C@@H]1C,-0.1
CO[C@H]1CN(C)C(=O)c2cc(NC(C)=O)ccc2OC[C@@H](C)N(Cc2ccccn2)C[C@H]1C,-3.5
C[C@H](CO)N1C[C@H](C)[C@@H](CN(C)Cc2ccc(Oc3ccccc3)cc2)Oc2ccc(NS(=O)(=O)c3ccccc3)cc2CC1=O,1.1
C[C@H](CO)N1C[C@H](C)[C@H](CN(C)S(=O)(=O)c2ccc(F)cc2)Oc2ccc(NC(=O)Cc3cn(C)c4ccccc34)cc2C1=O,-1.7
O=C(C[C@@H]1C=C[C@H](NC(=O)Cc2cccnc2)[C@@H](CO)O1)Nc1ccccc1,1.0
CCCC#Cc1ccc2c(c1)O[C@H](CN(C)Cc1cncnc1)[C@@H](C)CN([C@@H](C)CO)S2(=O)=O,-0.5
C[C@@H]1CCCCO[C@H](CN(C)C(=O)C2CCCCC2)[C@H](C)CN([C@H](C)CO)C(=O)c2cc(NC(=O)c3ccccc3)ccc2O1,0.4
C[C@@H]1CN([C@@H](C)CO)C(=O)c2cc(NC(=O)NC3CCCCC3)ccc2O[C@@H](C)CCCCO[C@@H]1CN(C)C(=O)NC1CCCCC1,-0.1
O=C(C[C@H]1CC[C@@H]2[C@H](COC[C@@H](O)CN2Cc2cccc(C(F)(F)F)c2)O1)NCc1ccc(Cl)cc1,-0.8
C[C@@H]1CN([C@@H](C)CO)C(=O)Cc2cc(NS(=O)(=O)c3cccs3)ccc2O[C@H]1CN(C)Cc1ccc(Oc2ccccc2)cc1,0.6
COc1ccc(S(=O)(=O)N2CCCCN3[C@H](C2)[C@@H](c2ccc(C#CC(C)C)cc2)[C@@H]3CO)cc1,1.1
CNC[C@H]1Oc2ccc(NS(=O)(=O)c3ccccc3)cc2CC(=O)N([C@@H](C)CO)C[C@H]1C,0.2
CNC(=O)C[C@H]1CC[C@H]2[C@@H](COc3ccc(NC(=O)c4ccccc4OC)cc3C(=O)N2C)O1,0.8

# The final five records of the part before open the next one:
SMILES,TcdB GH inh
O=C(C[C@H]1CC[C@@H]2[C@H](COC[C@@H](O)CN2Cc2cccc(C(F)(F)F)c2)O1)NCc1ccc(Cl)cc1,-0.8
C[C@@H]1CN([C@@H](C)CO)C(=O)Cc2cc(NS(=O)(=O)c3cccs3)ccc2O[C@H]1CN(C)Cc1ccc(Oc2ccccc2)cc1,0.6
COc1ccc(S(=O)(=O)N2CCCCN3[C@H](C2)[C@@H](c2ccc(C#CC(C)C)cc2)[C@@H]3CO)cc1,1.1
CNC[C@H]1Oc2ccc(NS(=O)(=O)c3ccccc3)cc2CC(=O)N([C@@H](C)CO)C[C@H]1C,0.2
CNC(=O)C[C@H]1CC[C@H]2[C@@H](COc3ccc(NC(=O)c4ccccc4OC)cc3C(=O)N2C)O1,0.8
O=C(N[C@H]1CC[C@@H](CC(=O)N2CCN(c3ccccc3)CC2)O[C@@H]1CO)c1ccccc1,1.3
C[C@H](CO)N1C[C@H](C)[C@H](CN(C)Cc2ccc(Cl)c(Cl)c2)Oc2ccc(NC(=O)CCCCCC(=O)Nc3ccccc3N)cc2CC1=O,0.0
COc1ccc(NC(=O)N(C)C[C@@H]2Oc3ccc(NS(=O)(=O)c4ccc(Cl)cc4)cc3CC(=O)N([C@H](C)CO)C[C@@H]2C)cc1,1.0
Cc1ccc(S(=O)(=O)N(C)C[C@@H]2OCCCC[C@H](C)Oc3ccc(NC(=O)c4ccccc4)cc3C(=O)N([C@H](C)CO)C[C@H]2C)cc1,-0.2
CCC(=O)N1[C@H](CO)[C@@H]2c3ccccc3N(S(=O)(=O)c3ccc(F)cc3)C[C@@H]21,-0.2
CCC(=O)N1CCC2(CC1)CN(C(C)=O)[C@@H](CO)c1[nH]c3cc(OC)ccc3c12,0.6
COCc1cn(CC[C@@H]2CC[C@@H](NC(=O)Cc3cccnc3)[C@@H](CO)O2)nn1,-2.4
CCCNC(=O)N(C)C[C@@H]1Oc2ncc(-c3ccc(OC)cc3)cc2C(=O)N([C@@H](C)CO)C[C@@H]1C,-1.4
C[C@H]1CN([C@@H](C)CO)C(=O)c2cc(NS(=O)(=O)c3cccs3)ccc2O[C@H]1CN(C)Cc1ccc(C(F)(F)F)cc1,-4.2
O=C(C[C@H]1CC[C@H]2[C@@H](COC[C@@H](O)CN2Cc2cccc(Cl)c2)O1)N1CCOCC1,-0.2
C[C@@H]1CN([C@@H](C)CO)C(=O)c2c(c3ccccc3n2C)-c2ccccc2CO[C@@H]1CN(C)C(=O)Nc1ccc2c(c1)OCO2,-0.7
O=C(Nc1ccccc1)N[C@H]1CC[C@H](CCn2cc(-c3ccccc3F)nn2)O[C@H]1CO,0.0
C[C@H]1CN([C@@H](C)CO)C(=O)Cc2cc(NC(=O)CCCCCC(=O)Nc3ccccc3N)ccc2O[C@@H]1CN(C)S(=O)(=O)c1ccccc1,-1.1
C/C=C/c1ccc2c(c1)O[C@@H](CN(C)C(=O)CN1CCOCC1)[C@@H](C)CN([C@H](C)CO)S2(=O)=O,-0.9
C[C@@H]1CN([C@H](C)CO)C(=O)c2cc(NS(=O)(=O)c3ccc(F)cc3)ccc2O[C@@H](C)CCCCO[C@@H]1CN(C)C,0.0
O=C(N[C@@H]1CC[C@@H](CC(=O)N2CCOCC2)O[C@H]1CO)c1ccccn1,-2.8
C[C@H]1CN([C@@H](C)CO)C(=O)c2cc(NC(=O)CCCN(C)C)ccc2O[C@@H]1CN(C)S(=O)(=O)c1cccs1,0.9
COc1cccc(C(=O)Nc2ccc3c(c2)C(=O)N(C)C[C@@H](OC)[C@H](C)CN(C(=O)C2CCCC2)[C@@H](C)CO3)c1,-1.2
CN(C)C(=O)[C@H]1[C@H](CO)[C@H]2Cn3c(ccc(-c4ccccc4)c3=O)[C@H]2N1C(=O)c1ccccn1,0.1
Cc1noc(C)c1S(=O)(=O)Nc1ccc2c(c1)CC(=O)N([C@@H](C)CO)C[C@H](C)[C@H](CN(C)Cc1ccc(C(F)(F)F)cc1)O2,0.3
CN1C(=O)c2cc(NC(=O)Cc3cccs3)ccc2OC[C@H]2O[C@H](CC(=O)NCC3CCCCC3)CC[C@H]21,0.4
O=C(C[C@H]1CC[C@H]2NC[C@H](O)COC[C@@H]2O1)NC1Cc2ccccc2C1,0.7
O=C(NC1CCC1)[C@H]1[C@H](CO)[C@H]2Cn3c(ccc(-c4cccc(F)c4)c3=O)[C@@H]1N2Cc1cocn1,-4.6
O=C(NC1CCCCC1)N1CC(=O)N2[C@H](CO)[C@@H](c3ccc(-c4cccc(F)c4)cc3)[C@H]2C1,-1.3
Cc1noc(C)c1NC(=O)N(C)C[C@H]1OCCCC[C@H](C)Oc2ccc(NC(=O)CCC(F)(F)F)cc2C(=O)N([C@@H](C)CO)C[C@H]1C,0.2

# Look-ups from the results shown:
# Cc1noc(C)c1S(=O)(=O)Nc1ccc2c(c1)CC(=O)N([C@@H](C)CO)C[C@H](C)[C@H](CN(C)Cc1ccc(C(F)(F)F)cc1)O2 – TcdB GH inh: 0.3
# C/C=C/c1ccc2c(c1)O[C@@H](CN(C)C(=O)CN1CCOCC1)[C@@H](C)CN([C@H](C)CO)S2(=O)=O – TcdB GH inh: -0.9

# (list continues)
SMILES,TcdB GH inh
CO[C@@H]1CN(C)C(=O)c2cc(NS(=O)(=O)c3cn(C)cn3)ccc2OC[C@H](C)NC[C@@H]1C,-0.1
CC(C)C#Cc1ccc2c(c1)O[C@H](CN(C)C(=O)c1ccccn1)[C@H](C)CN([C@H](C)CO)S2(=O)=O,0.2
COc1ccccc1-c1cnc2c(c1)C(=O)N([C@H](C)CO)C[C@H](C)[C@@H](CN(C)C)O2,0.4
COc1ccc(S(=O)(=O)Nc2cccc3c2O[C@H](CN(C)Cc2ccccc2)[C@H](C)CN([C@H](C)CO)C3=O)cc1,0.2
O=C(NCCc1ccccc1)[C@H]1[C@H](CO)[C@H]2Cn3c(cccc3=O)[C@H]2N1Cc1cccnc1,-0.7
COCCNC(=O)C[C@H]1CC[C@H](NC(=O)NC2CCCC2)[C@@H](CO)O1,-0.3
O=C(NC1CCC1)[C@@H]1[C@@H](CO)[C@@H]2Cn3c(ccc(-c4ccccc4)c3=O)[C@@H]2N1Cc1ccccn1,0.7
C[C@@H]1CN([C@@H](C)CO)S(=O)(=O)c2ccc(C#CC3CC3)cc2O[C@@H]1CN(C)C(=O)CC1CC1,0.6
O=C(C[C@@H]1CC[C@@H]2[C@H](COC[C@@H](O)CN2Cc2cccc(-c3ccncc3)c2)O1)N1CCCCC1,-1.4
C[C@@H]1CN([C@H](C)CO)C(=O)Cc2cc(NC(=O)CCC(F)(F)F)ccc2O[C@H]1CN(C)Cc1ccc(C(=O)O)cc1,-1.0
O=C(C1CCCC1)N1CCCCN2[C@H](C1)[C@@H](c1ccc(C#CC3CC3)cc1)[C@@H]2CO,-0.9
COc1ccc(NC(=O)N(C)C[C@@H]2Oc3ccc(NS(=O)(=O)c4ccccc4)cc3C(=O)N([C@H](C)CO)C[C@@H]2C)cc1,1.1
CCCC#Cc1ccc([C@H]2[C@H](CO)N3CCCCN(CC4CC4)C[C@@H]23)cc1,0.5
CN1CCN(C(=O)C[C@@H]2C[C@H]3c4cc(NC(=O)Nc5ccc(F)cc5)ccc4O[C@H]3[C@H](CO)O2)CC1,1.3
Cc1noc(C)c1NC(=O)Nc1ccc2c(c1)C(=O)N([C@@H](C)CO)C[C@@H](C)[C@H](CN(C)CC1CCCCC1)O2,1.1
COCC(=O)N1CC(=O)N2[C@@H](CO)[C@H](c3ccc(C#CC(C)C)cc3)[C@@H]2C1,-0.9
CCS(=O)(=O)N1CCC2(CC1)CN(Cc1ccc3c(c1)OCO3)[C@H](CO)c1c2c2ccc(OC)cc2n1C,-0.6
COc1ccc(S(=O)(=O)N(C)C[C@@H]2Oc3ccc(NC(=O)Nc4cccc5ccccc45)cc3CC(=O)N([C@H](C)CO)C[C@@H]2C)cc1,-1.1
O=C(NCC(F)(F)F)[C@@H]1[C@@H](CO)[C@@H]2Cn3c(cccc3=O)[C@H]1N2CC1CCCC1,0.9
O=C(Nc1ccccc1F)N1C[C@H]2[C@@H](c3ccccc31)[C@H](CO)N2C(=O)Nc1ccccc1,1.4
O=C(c1ccccc1)N1CC[C@@H]2[C@H]1c1cc(C#Cc3cccnc3)ccc1N[C@@H]2CO,1.3
Cc1ccc(S(=O)(=O)Nc2ccc3c(c2)C(=O)N([C@H](C)CO)C[C@H](C)[C@H](CN(C)S(=O)(=O)c2c(C)noc2C)OCCCC[C@H](C)O3)cc1,1.7
COc1ccc2c3c([nH]c2c1)[C@@H](CO)N(C(=O)c1ccccc1)CC31CN(C(=O)c2cccc(F)c2)C1,-10.2
CC(=O)N1[C@@H]2c3ccc(C4=CCCC4)c(=O)n3C[C@@H]2[C@@H](CO)[C@@H]1C(=O)Nc1ccccc1,-6.0
COc1cccc(NC(=O)N(C)C[C@H]2Oc3cc(-c4cccc(C(=O)N(C)C)c4)ccc3S(=O)(=O)N([C@@H](C)CO)C[C@H]2C)c1,-4.8

# 4 successive compounds out of the list so far:
SMILES,TcdB GH inh
Cc1ccc(S(=O)(=O)Nc2ccc3c(c2)C(=O)N([C@H](C)CO)C[C@H](C)[C@H](CN(C)S(=O)(=O)c2c(C)noc2C)OCCCC[C@H](C)O3)cc1,1.7
COc1ccc2c3c([nH]c2c1)[C@@H](CO)N(C(=O)c1ccccc1)CC31CN(C(=O)c2cccc(F)c2)C1,-10.2
CC(=O)N1[C@@H]2c3ccc(C4=CCCC4)c(=O)n3C[C@@H]2[C@@H](CO)[C@@H]1C(=O)Nc1ccccc1,-6.0
COc1cccc(NC(=O)N(C)C[C@H]2Oc3cc(-c4cccc(C(=O)N(C)C)c4)ccc3S(=O)(=O)N([C@@H](C)CO)C[C@H]2C)c1,-4.8

# New compounds follow
SMILES,TcdB GH inh
CCC(=O)N1CCCCN2[C@H](CO)[C@H](c3ccc(C#Cc4cccnc4)cc3)[C@H]2C1,-0.5
Cc1ccc(-c2ccc([C@H]3[C@H]4CN(C(=O)Cc5ccccn5)CC(=O)N4[C@H]3CO)cc2)cc1,1.3
O=C1N[C@H](c2ccccc2)COCc2cn(nn2)CC[C@@H]1Cc1cccc(Cl)c1,-0.5
C[C@H](CO)N1C[C@H](C)[C@H](CN(C)C(=O)C2CCCCC2)OCCCC[C@H](C)Oc2ccc(NC(=O)Nc3cccc4ccccc34)cc2C1=O,0.1
COC(=O)[C@H]1[C@H](CO)[C@H]2Cn3c(ccc(-c4ccncc4)c3=O)[C@@H]1N2S(=O)(=O)c1ccccc1F,0.6
O=C(c1cnccn1)N1CC[C@@H]2[C@@H](CO)Nc3ccc(C#Cc4cccnc4)cc3[C@@H]21,0.3

# Not all compounds are listed; the hit share may differ from the screen's.
